ATXN viability – Viability Counterscreen for Primary qHTS for Inhibitors of ATXN expression; S2 cells (HEK-293 line with an ATXN2-luciferase reporter) viability, CellTiter-Fluor protease fluorescence, 24 h; Potency, µM (highest dose often 56.7 µM), hits mostly cytotoxic; 400,000 tested, 0.49% active; also: potency is read from the fitted curve at half-maximal effect; nearly all actives have a fitted effect of over 40% in size
Nrf2 ARE act – qHTS of Nrf2 Activators. 410,000 tested, 0.31% active. AREc32 ARE-luciferase reporter (MCF7-derived line), luminescence, 24 h. Potency, µM (highest dose often 46.1 µM), without a hit: top-dose activation, most hits filed as activators. AID 624171, 2012; also: potency is read from the fitted curve at half-maximal effect; % of control where 0% means no effect; nearly all actives have a fitted effect of over 65% in size
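ARE activation measured as luciferase luminescence (Steady-Glo, 30 min RT) in AREc32_Fluc cells after 24 hr compound exposure at 37 deg C, 5% CO2; cells seeded overnight at 1000/well in OPTI-MEM, 5% FBS.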
ATXN2 expr inh – Primary qHTS for Inhibitors of ATXN expression | HEK-293 ATXN2-luciferase reporter, luminescence, 24 h | Potency, µM (top dose mostly 57 µM), for inactives: top-dose activity change, negative = inhibition, usual class: inhibitors | 360,000 tested, 0.72% active | AID 1745845, 2022; also: potency is read from the fitted curve at half-maximal effect; % is scaled to controls: 0 for no effect and ±100 for the full control effect; nearly all actives have a fitted effect of over 55% in size
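ATXN2-luciferase reporter cells (luciferase flanked by upstream and downstream ATXN2 gene portions) were treated 24 h at 37 °C with compounds at up to 57 uM. SteadyGlo luminescence gave expression; GF-AFC fluorescence gave viability.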
Nrf2 block – Nrf2 qHTS screen for inhibitors; Potency, µM (top dose mostly 46 µM), without a hit: top-dose activity change, negative = inhibition, usual class: inhibitors; 360,000 tested, 2.1% active; AID 504444, 2011; A549 ARE-Fluc reporter, luciferase luminescence, 18-24 h; also: potency is read from the fitted curve at half-maximal effect; % is scaled to controls: 0 for no effect and ±100 for the full control effect; nearly all actives have a fitted effect of over 60% in size
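A549 ARE_Fluc cells, 5000/well, 5% FBS OPTI-MEM; compounds in dose-response, 18-24 h at 37 °C/5% CO2; CellTiter-Fluor viability read (Ex 405/Em 525), then BugLite luciferase luminescence = Nrf2 activity.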
TGFb SMAD3 inh – qHTS for Inhibitors of TGF-b; HepG2 CAGA-GFP TGF-b/SMAD3 reporter, GFP fluorescence, 18 h; TGF-beta stimulated, 500 pg/mL final; Potency, µM (titrated, usually from 46.1 µM), for the others: at the top dose activity, negative = inhibition, actives largely listed as inhibitors; 410,000 tested, 1.2% active; AID 588855, 2011; also: potency is read from the fitted curve at half-maximal effect; % is scaled to controls: 0 for no effect and ±100 for the full control effect; nearly all actives have a fitted effect of over 65% in size
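Inhibition was scored as loss of TGF-beta-induced (500 pg/mL final, 18 hours, 37 degrees C) GFP in HEPG2 cells carrying a CAGA-GFP reporter, in DMEM with 1% FBS. Well GFP was summed per cell; Activity was normalised to unstimulated and stimulated DMSO wells, then concentration-response fitting.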
MCF10A rerep – A quantitative high throughput screen for small molecules that induce DNA re-replication in MCF 10a normal breast cells. MCF 10A DNA re-replication, Hoechst nuclear intensity, 48 h. Potency, µM (doses to about 46.1 µM), without a hit: at the top dose activity, positive = re-replication, most hits filed as activators. 350,000 tested, 2.9% active; also: potency is read from the fitted curve at half-maximal effect; % of control where 0% means no effect; nearly all actives have a fitted effect of over 50% in size
HepG2 tox – qHTS for Inhibitors of TGF-b: Cytotox Counterscreen; HepG2 CAGA-GFP viability, ATP luminescence, 18 h; 410,000 tested, 0.76% active; AID 588856, 2011; Potency, µM (highest dose often 46.1 µM), for the others: at the highest dose activity change, negative = cytotoxicity, actives largely listed as cytotoxic; also: potency is read from the fitted curve at half-maximal effect; some results filed as inactive show a strong effect at the top dose
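HepG2 CAGA-GFP cells (1000/well, DMEM with 1% FBS) received compound, then TGF-beta at 500 pg/mL final, and were incubated 18 hours at 37 degrees C. Viability was read by CellTiter-Glo luminescence. Media-only wells were set as complete cell-killing and DMSO as no toxicity.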
IL-1B inflam inh – qHTS for Inhibitors of Inflammasome Signaling: IL-1-beta AlphaLISA Primary Screen; 360,000 tested, 4.7% active; activity change, % at 57.5 µM; THP-1 LPS/ATP IL-1B secretion, AlphaLISA, 16 h; active compounds read low; in the data active = activity change below about -50%; inconclusive = mostly about -30% to -49%; also: % is scaled to controls: 0 for no effect and ±100 for the full control effect
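Secreted IL-1B measured by AlphaLISA bead assay after 16 h compound exposure of THP-1 cells; compounds (final up to 57.5 uM) added 1 h before LPS (250 ng/mL) and ATP (1.25 mM) stimulation; lower signal means less secretion.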
A549 tox – Nrf2 qHTS screen for inhibitors: counterscreen for cytotoxicity; 390,000 tested, 0.16% active; Potency, µM (highest dose often 46 µM), inactives show at the highest dose activity change, negative = cytotoxicity, usual class: inhibitors; A549 ARE-Fluc cells, CellTiter-Fluor viability, 18-24 h; also: potency is read from the fitted curve at half-maximal effect; % is scaled to controls: 0 for no effect and ±100 for the full control effect
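A549 ARE-Fluc cells in 5% FBS OPTI-MEM, 5000 cells/well, rested 2 h then exposed to compounds in concentration-response for 18-24 h at 37 °C. Viability by CellTiter-Fluor fluorescence (Ex 405/Em 525) after 30 min; luciferase luminescence (BugLite, 15 min, RT) read afterwards.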
The depositor's hits bear a star; [ ] = remark or other dose. Unless noted, calls follow the shape of the dose curve; as a rule, active = well fitted curve in the direction sought with a large enough effect; inconclusive = small, poorly fitted or top-dose-only effect, or another doubt; inactive = no such curve, though single readings can be large; an effect the other way counts as inactive or inconclusive.

Oc1ccccc1-c1nc(/C=C/c2ccc(F)cc2)nn1-c1ccccc1 was read as Nrf2 ARE act 10.0%, Nrf2 block -6%, TGFb SMAD3 inh -9%, HepG2 tox -24% and A549 tox 3%.
COc1cccc(CN2CCNC(=O)C2CC(=O)N(C)C2CCCCC2)c1 (stereo not given) was read as ATXN viability inactive, Nrf2 ARE act -0.2%, ATXN2 expr inh 16%, Nrf2 block inconclusive, TGFb SMAD3 inh 6%, MCF10A rerep 0%, HepG2 tox 3%, IL-1B inflam inh -4 and A549 tox -5%.
`Cc1cc(Cl)c(S(=O)(=O)N2CCN(c3ccc(F)cc3)CC2)cc1OCC(=O)NC1CCCCC1` gave ATXN viability inconclusive, Nrf2 ARE act -0.4%, ATXN2 expr inh -23%, Nrf2 block 0.29µM*, TGFb SMAD3 inh -18%, MCF10A rerep 26%, HepG2 tox -36%, IL-1B inflam inh -75* and A549 tox -28%.
Screening C=CCn1c(-c2ccc(OC)c(OC)c2)cs/c1=N\c1ccccn1 returned ATXN viability inactive, Nrf2 ARE act 14%, ATXN2 expr inh 1%, Nrf2 block 13%, TGFb SMAD3 inh -24%, MCF10A rerep -9%, HepG2 tox -16%, IL-1B inflam inh -1 and A549 tox 2%.
COc1ccc(S(=O)(=O)NCC(c2cccnc2)N2CCN(C)CC2)cc1OC (stereo not given) was read as ATXN viability inactive, Nrf2 ARE act -0.4%, ATXN2 expr inh -5%, Nrf2 block 3%, TGFb SMAD3 inh -9%, MCF10A rerep 0%, HepG2 tox -14%, IL-1B inflam inh 7 and A549 tox 6%.
COCCCNCCCCOc1ccc(C)cc1[N+](=O)[O-] was read as ATXN viability inactive, Nrf2 ARE act -1.0%, ATXN2 expr inh -32%, Nrf2 block 5%, TGFb SMAD3 inh 12%, MCF10A rerep 12%, HepG2 tox -20%, IL-1B inflam inh -6 and A549 tox 1%.
COc1cc(OC)c2c(-c3cccc(-c4ccc(OC)c(OC)c4)c3)cc(=O)oc2c1 was read as ATXN viability inactive, Nrf2 ARE act -0.6%, ATXN2 expr inh 0%, Nrf2 block inconclusive, TGFb SMAD3 inh inconclusive, MCF10A rerep 1.3µM*, HepG2 tox -4%, IL-1B inflam inh 75 and A549 tox 4%.
COc1cc(CC(=O)OCC(=O)Nc2ccc3c(c2)OCCO3)cc(OC)c1OC was read as ATXN viability inactive, Nrf2 ARE act -0.4%, ATXN2 expr inh 0%, Nrf2 block 15%, TGFb SMAD3 inh 3%, MCF10A rerep 6%, HepG2 tox -10%, IL-1B inflam inh 8 and A549 tox 0%.
Screening O=C(COC(=O)c1ccc(OC(F)F)cc1)NCCCN1CCCC1=O returned ATXN viability inactive, Nrf2 ARE act 0.0%, ATXN2 expr inh -17%, Nrf2 block 13%, TGFb SMAD3 inh -8%, MCF10A rerep -4%, HepG2 tox -3%, IL-1B inflam inh -2 and A549 tox 1%.
O=C(O)c1[nH]c2ccccc2c1CC(=O)N1CCOCC1 was read as ATXN viability inactive, Nrf2 ARE act -0.9%, ATXN2 expr inh -2%, Nrf2 block 11%, TGFb SMAD3 inh 12%, MCF10A rerep -4%, HepG2 tox -1%, IL-1B inflam inh -2 and A549 tox -12%.
`C[C@@H]1CN[C@@H](CCO)/C1=C\c1ccccc1` gave ATXN viability inactive, Nrf2 ARE act -1.1%, ATXN2 expr inh 5%, Nrf2 block 12%, TGFb SMAD3 inh 13%, MCF10A rerep -1%, HepG2 tox 0%, IL-1B inflam inh -4 and A549 tox 7%.
For Cc1ccc(S(=O)(=O)NCCNc2ccccc2[N+](=O)[O-])cc1 the results were ATXN viability inactive, Nrf2 ARE act -0.6%, ATXN2 expr inh -10%, Nrf2 block -12%, TGFb SMAD3 inh -4%, MCF10A rerep 9%, HepG2 tox -16%, IL-1B inflam inh -1 and A549 tox -16%.
For CCCCn1c(SCC(=O)Nc2cc(C)on2)nc2ccccc2c1=O the results were ATXN viability inactive, Nrf2 ARE act 0.0%, ATXN2 expr inh -25%, Nrf2 block 11%, TGFb SMAD3 inh -54%, MCF10A rerep -7%, HepG2 tox 4µM*, IL-1B inflam inh -3 and A549 tox 8%.
`O=C(c1cccc(Cl)c1)n1nc(-c2cccnc2)nc1NCc1ccccc1` gave ATXN viability inactive, Nrf2 ARE act 0.6%, ATXN2 expr inh 2%, Nrf2 block 6%, TGFb SMAD3 inh -9%, HepG2 tox -40% and A549 tox -1%.
`CC(C)NC(=O)CN1CCN(c2ncccn2)CC1` gave ATXN viability inactive, Nrf2 ARE act 0.0%, ATXN2 expr inh -7%, Nrf2 block 13%, TGFb SMAD3 inh 0%, MCF10A rerep 4%, HepG2 tox -1%, IL-1B inflam inh 31 and A549 tox 6%.
COCCN(CCOC)Cc1cc(=O)oc2cc(C)c(C)cc12 was read as ATXN viability inactive, Nrf2 ARE act 0.0%, ATXN2 expr inh 23%, TGFb SMAD3 inh -5%, HepG2 tox 0% and IL-1B inflam inh -12.
Screening COc1ccc(C2(CNC(=O)c3ccc(OC)c([N+](=O)[O-])c3)CCCCC2)cc1OC returned ATXN viability inactive, Nrf2 ARE act 2.2%, ATXN2 expr inh 5%, Nrf2 block 11%, TGFb SMAD3 inh 5%, MCF10A rerep 2%, HepG2 tox -17%, IL-1B inflam inh -15 and A549 tox 1%.
`O=C(CSc1ccc(-c2ccncc2)nn1)c1ccccc1` gave ATXN viability inactive, Nrf2 ARE act 4.5%, Nrf2 block 7%, TGFb SMAD3 inh 2%, MCF10A rerep 1%, HepG2 tox 2%, IL-1B inflam inh inconclusive and A549 tox 17%.
For CC1(C(=O)Nc2cccc(Oc3ccccc3)c2)Cc2c(-c3ccccc3)ccnc2O1 (stereo not given) the results were ATXN viability inactive, Nrf2 ARE act -0.2%, ATXN2 expr inh -6%, TGFb SMAD3 inh 8%, HepG2 tox 5% and IL-1B inflam inh -25.
For CCCCNC(=O)NC1(C(F)(F)F)Oc2ccccc2O1 the results were ATXN viability inactive, Nrf2 ARE act inconclusive, ATXN2 expr inh -16%, TGFb SMAD3 inh 17%, MCF10A rerep inconclusive, HepG2 tox -1%, IL-1B inflam inh 23 and A549 tox -23%.
For CCOC(=O)c1ccc(-n2ccnc2)c(NC(=O)c2cccc(Br)c2)c1 the results were ATXN viability inactive, Nrf2 ARE act 0.3%, ATXN2 expr inh -3%, Nrf2 block -4%, TGFb SMAD3 inh 1%, MCF10A rerep 1%, HepG2 tox -1%, IL-1B inflam inh 2 and A549 tox -5%.
Screening CC1(C(=O)NS(=O)(=O)Cc2ccccc2)CCN1C(=O)C1(c2ccc(Cl)cc2)CC1 (stereo not given) returned ATXN viability inactive, Nrf2 ARE act -0.7%, ATXN2 expr inh 6%, TGFb SMAD3 inh 1%, HepG2 tox -14% and IL-1B inflam inh 43.
`COC(=O)c1ccc(NC(=O)c2cc[n+]([O-])cc2)cc1` gave ATXN viability inactive, Nrf2 ARE act -0.6%, ATXN2 expr inh -1%, Nrf2 block 10%, TGFb SMAD3 inh 15%, MCF10A rerep -2%, HepG2 tox 12%, IL-1B inflam inh 35 and A549 tox 1%.
`CCN(CC)CCCNC(=S)N(Cc1cccs1)Cc1cc2cc3c(cc2[nH]c1=O)OCCO3` gave ATXN viability inactive, Nrf2 ARE act -0.2%, ATXN2 expr inh -16%, Nrf2 block inconclusive, TGFb SMAD3 inh inconclusive, MCF10A rerep 29%, HepG2 tox 6%, IL-1B inflam inh 0 and A549 tox 0%.
CCOC(=O)c1c(NC(=O)CSc2cccc[n+]2[O-])sc(C(=O)Nc2ccccc2)c1C was read as ATXN viability inactive, Nrf2 ARE act 7.6%, ATXN2 expr inh 0%, Nrf2 block inconclusive, TGFb SMAD3 inh -1%, MCF10A rerep -1%, HepG2 tox -22%, IL-1B inflam inh inconclusive and A549 tox -9%.
COc1ccc(NC(=O)[C@@H]2O[C@H](CO)[C@H](O)[C@H](O)[C@H]2O)cc1F was read as ATXN viability inactive, Nrf2 ARE act -1.3%[9.22 µM], ATXN2 expr inh 13%, TGFb SMAD3 inh 0%, HepG2 tox 0% and IL-1B inflam inh 8.
`Cc1ccc(-n2ncc(-c3nn[nH]n3)c2N)cc1` gave ATXN viability inactive, Nrf2 ARE act -1.0%, ATXN2 expr inh 22%, Nrf2 block 18%, TGFb SMAD3 inh 12%, MCF10A rerep -3%, HepG2 tox -45%, IL-1B inflam inh 19 and A549 tox -3%.
Screening COc1cc(NC(=O)C2CCCCC2)c(OC)cc1NC(=O)c1ccco1 returned ATXN viability inactive, Nrf2 ARE act 0.2%, ATXN2 expr inh -4%, Nrf2 block -23%, TGFb SMAD3 inh 1%, MCF10A rerep inconclusive, HepG2 tox -11%, IL-1B inflam inh 0 and A549 tox 2%.
For Cc1cccc(Cn2c(CN3CCN(Cc4ccccc4)CC3)nc3c2c(=O)[nH]c(=O)n3C)c1 the results were ATXN viability inactive, Nrf2 ARE act -0.1%, ATXN2 expr inh inconclusive, Nrf2 block 4%, TGFb SMAD3 inh -28%, MCF10A rerep 6%, HepG2 tox -31%, IL-1B inflam inh -6 and A549 tox -4%.
Screening O=[N+]([O-])c1cccc(C2(O)COc3ccccc3O2)c1 (stereo not given) returned ATXN viability inactive, Nrf2 ARE act 0.3%, ATXN2 expr inh -20%, Nrf2 block inconclusive, TGFb SMAD3 inh 2%, MCF10A rerep 1%, HepG2 tox -30%, IL-1B inflam inh -1 and A549 tox 1%.

Compound activity from PubChem BioAssay.
